Bioassay records: PubChem BioAssay, several laboratories
LYP phosphatase – PTPN22 lymphoid phosphatase activity blockers – biochemical, fluorescence intensity, uHTS (AID 1779); recombinant LYP phosphatase, fluorescence intensity; higher % means a stronger effect; inhibition, % at 11.5 µM, or IC50 in µM where a hit was titrated; 290,000 compounds, 0.054% hits;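 further: plate controls were vehicle with enzyme for no effect and no enzyme for full effect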
SIAH1 antagonists – Siah-1 peptide-binding antagonists, primary screen, biochemical, fluorescence polarization, rhodamine-plectin, uHTS (AID 1817) | one-dose displacement, % at 20 µM; IC50 in µM for titrated hits | Siah-1 / rhodamine-plectin peptide fluorescence polarization; higher % means a stronger effect | 290,000 compounds, 0.02% hits;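 active means displacement of at least 50% at 20 µM, with a fluorescence ratio check between 0.3 and a set limit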;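 further: plate controls were Siah plus tracer with DMSO for no effect and tracer alone without Siah for full effect; strong numbers were not always called active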
P. falciparum M1AAP – malaria alanyl aminopeptidase activity blockers – biochemical, fluorogenic H-Leu-NHMec substrate, 1536-well (AID 1445). recombinant M1AAP, H-Leu-NHMec fluorogenic kinetic assay; higher % means a stronger effect. inhibition, % at 30 µM; hits with a dose series show IC50 in µM. 220,000 compounds, 0.42% hits;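 active means primary inhibition above the hit cutoff, then over 50% inhibition at one or more dose response concentrations, cut at about 23% in these data, passing the limit was not always enough; inconclusive means conflicting primary data, or primary hits not chosen for dose response; inactive means low primary inhibition, or under 50% at every dose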;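 further: plate controls were DMSO full reaction for no effect and no enzyme background for full effect; strong numbers were not always called active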
M17LAP inhibition – P. falciparum M17LAP inhibitors, primary screen, biochemical, fluorogenic H-Leu-NHMec substrate, 1536-well (AID 1619) | recombinant M17LAP, H-Leu-NHMec fluorogenic kinetic assay; higher % means a stronger effect | inhibition, % at 30 µM; hits with a dose series show IC50 in µM | 220,000 compounds, 0.38% hits;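 active means compound inhibiting the enzyme by more than half at any dose during confirmatory dose-response retesting; inconclusive means strong single-dose inhibitors picked by rank but not retested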;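 further: plate controls were full reaction with DMSO carrier for no effect and no enzyme background for full effect; strong numbers were not always called active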
Hep lipid drop – hepatic lipid droplet formation modulation. AML12 mouse hepatocytes, oleate lipid droplets, BODIPY imaging. inhibition, % at 6.5 µM. 240,000 compounds, 0.4% hits. AID 1656;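 active means lipid droplet intensity inhibited by at least 50%, with more than 500 cells counted; inconclusive means wells with under 300 cells, treated as cytotoxic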
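Technique: fluorescence imaging, 20x objective, two fields per well / Assay system: AML12 hepatocytes (mouse) / Measure: % inhibition of lipid droplet signal / Doses: 6.5 µM single-point dosing / Incubation: overnight exposure / Reagent: 100 µM oleic acid challenge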
NOD2 inhibition – NOD2 signaling inhibitors, cell-based, luminescence, uHTS, HEK293 (AID 1566); HEK293 NOD2/NF-kB luciferase reporter, luminescence; higher % means a stronger effect; 290,000 compounds, 0.63% hits; one-dose inhibition, % at 4 µM; EC50 in µM for titrated hits; further: many of its hits are not listed in these tables
XIAP antagonists – small molecules displacing peptide from XIAP – biochemical, IAP family, fluorescence polarization (AID 1018); XIAP BIR domain, fluorescence polarization peptide displacement; higher % means a stronger effect; one-dose displacement, % at 20 µM; IC50 in µM for titrated hits; 200,000 compounds, 0.007% hits; in the data active means displacement above about 50%; further: a part of the inactive calls stands beside numbers as strong as those of hits
AID2073 – disruptors of CaV2.2 binding to Mint1 – biochemical, HTRF (AID 2073); HTRF protein-protein interaction, Mint1-CaV2.2; higher % means a stronger effect; 290,000 compounds, 0.19% hits; inhibition, % at 20 µM, or IC50 in µM where a hit was titrated; in the data active means inhibition mostly above about 51%, no sharp cut-off; inconclusive means no clear call, values can overlap the other calls; inactive means mostly below about 53%; further: some results filed as inactive read as strong as hits
CSM14.1 death rescue – rescue of cells from ER stress-induced death, primary screen, 384-well, CSM14.1, thapsigargin, ATP luminescence (AID 1222); 190,000 tested, under 10 active; one-dose cellular ATP content (survival), % at 20 µM; EC50 in µM for titrated hits; CSM14.1 thapsigargin-induced death rescue, ATP luminescence; higher % means a stronger effect;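 active means EC50 below 50 µM in the dose-response confirmation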;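 further: death triggered by thapsigargin at about 15 µM added after 2 h compound pretreatment; cell ATP read after overnight thapsigargin exposure of roughly 18 to 22 hours; normalized against plate controls of thapsigargin alone and 5% DMSO vehicle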
Hep lipid drop cells 6.5 µM – second read-out of Hep lipid drop, no call of its own (marks repeat the call); cell count; measured here: cell count, cytotoxicity flag;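 cells counted across two imaged fields per well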
The depositor's hits bear a star; ? = inconclusive; . = no result given. Unless noted, no stated cut-off is given here; in the data, active means inhibition above about 50%; inactive means the rest. Not all compounds are listed; rates above refer to the full screens.

Compound | LYP phosphatase | SIAH1 antagonists | P. falciparum M1AAP | M17LAP inhibition | Hep lipid drop | Hep lipid drop cells 6.5 µM | NOD2 inhibition | XIAP antagonists | AID2073 | CSM14.1 death rescue
CS(=O)(=O)N1CCN(c2ccccc2F)CC1 | -11% | -4% | 0% | -17% | 24 | 792 | 0% | -0.9% | 1% | -1.3%
Clc1ccc2[nH]c(-c3ccccc3)cc2c1 | -3% | 1% | 1% | -4% | . | . | -82% | -1.1% | 3% | 1.5%
CC(C)c1cc(NCc2ccccn2)n2c(nc3ccccc32)c1C#N | -9% | -1% | -8% | -3% | 13 | 744 | 10% | -3.5% | 18% | -0.2%
CCOC(=O)C1CCCCN1Cc1cc(Cl)ccc1O (stereo unspecified) | -12% | -2% | 3% | 0% | -2 | 777 | -58% | -4.2% | -6% | -3.0%
CC(C)Cn1c(N)c(C(=O)CSc2nc3ccccc3n2C)c(=O)n(C)c1=O | -14% | -2% | -1% | 10% | . | . | 26% | -6.9% | -3% | -1.0%
CCOc1ccc(N(C)S(=O)(=O)c2cc(-c3cc(C)no3)ccc2OC)cc1 | -2% | 5% | . | . | -26 | 706 | 5% | . | -4% | .
COc1cc2c(cc1OC)C(c1ccccc1)CC2=O (stereo unspecified) | -4% | -1% | 3% | 9% | -2 | 692 | 6% | . | -13% | .
Cc1n(CC(O)COCc2ccccc2)c2ccccc2[n+]1C (stereo unspecified) | -4% | 5% | -1% | 5% | . | . | 24% | -5.2% | -2% | 1.4%
O=C(O)CCN1C(=O)c2ccc(NC(=O)c3ccco3)cc2C1=O | -4% | -4% | 7% | 4% | 2 | 689 | 15% | -3.8% | 9% | 1.5%
CCC(C)NC(=O)CO/N=C/c1ccccc1OC(F)F (stereo unspecified) | -14% | -3% | 16% | 9% | -3 | 621 | 21% | 1.1% | -1% | -1.2%
Cc1c(C(=O)NN)[nH]c2ccc([N+](=O)[O-])cc12 | -1% | -1% | 9% | 11% | 6 | 689 | 14% | . | 8% | .
Cc1noc(C)c1C(=O)Nc1sc2c(c1C(N)=O)CCC2 | -9% | -4% | 3% | -1% | 12 | 793 | 10% | -4.7% | -4% | -2.2%
Cc1ccc(/C=N/n2c(-c3ccncc3)n[nH]c2=S)cc1 | -6% | -4% | 34% | 25% | 2 | 668 | 18% | -3.5% | -12% | -0.4%
O=C(O)C1CCCN1c1ncnc2c1oc1ccccc12 (stereo unspecified) | 3% | 2% | 5% | 18% | 2 | 620 | -11% | -4.0% | -2% | -2.7%
O=C(CCC(=O)OCC(=O)c1ccc([N+](=O)[O-])cc1)Nc1ccccc1Cl | -8% | -1% | . | . | -11 | 672 | 11% | . | -46% | .
Clc1ccccc1Cc1noc(CN2CCCCC2CCc2ccccn2)n1 (stereo unspecified) | -3% | -1% | -5% | -7% | -23 | 696 | -9% | -5.4% | 10% | -0.3%

Shown with two lines to a compound: 9 of the compounds above.
Value order: LYP phosphatase	SIAH1 antagonists	P. falciparum M1AAP	M17LAP inhibition	Hep lipid drop	Hep lipid drop cells 6.5 µM	NOD2 inhibition	XIAP antagonists	AID2073	CSM14.1 death rescue
CC(C)Cn1c(N)c(C(=O)CSc2nc3ccccc3n2C)c(=O)n(C)c1=O
  -14%	-2%	-1%	10%	.	.	26%	-6.9%	-3%	-1.0%
CCOc1ccc(N(C)S(=O)(=O)c2cc(-c3cc(C)no3)ccc2OC)cc1
  -2%	5%	.	.	-26	706	5%	.	-4%	.
COc1cc2c(cc1OC)C(c1ccccc1)CC2=O (stereo unspecified)
  -4%	-1%	3%	9%	-2	692	6%	.	-13%	.
Cc1n(CC(O)COCc2ccccc2)c2ccccc2[n+]1C (stereo unspecified)
  -4%	5%	-1%	5%	.	.	24%	-5.2%	-2%	1.4%
O=C(O)CCN1C(=O)c2ccc(NC(=O)c3ccco3)cc2C1=O
  -4%	-4%	7%	4%	2	689	15%	-3.8%	9%	1.5%
CCC(C)NC(=O)CO/N=C/c1ccccc1OC(F)F (stereo unspecified)
  -14%	-3%	16%	9%	-3	621	21%	1.1%	-1%	-1.2%
Cc1c(C(=O)NN)[nH]c2ccc([N+](=O)[O-])cc12
  -1%	-1%	9%	11%	6	689	14%	.	8%	.
Cc1noc(C)c1C(=O)Nc1sc2c(c1C(N)=O)CCC2
  -9%	-4%	3%	-1%	12	793	10%	-4.7%	-4%	-2.2%
Cc1ccc(/C=N/n2c(-c3ccncc3)n[nH]c2=S)cc1
  -6%	-4%	34%	25%	2	668	18%	-3.5%	-12%	-0.4%

The results go on:
Compound | LYP phosphatase | SIAH1 antagonists | P. falciparum M1AAP | M17LAP inhibition | Hep lipid drop | Hep lipid drop cells 6.5 µM | NOD2 inhibition | XIAP antagonists | AID2073 | CSM14.1 death rescue
CCc1c(C)c(C#N)c2nc3ccccc3n2c1N1CCN(c2cc(C)ccn2)CC1 | -1% | 4% | -6% | -6% | . | . | 7% | -2.5% | 2% | -0.2%
CCOc1cccc(C(=O)Nc2nnc(-c3ccco3)s2)c1 | 3% | -4% | 4% | 6% | . | . | -184% | -1.1% | 13% | -3.8%
O=C(C[n+]1cccc(NC(=O)c2ccccc2)c1)c1cccc([N+](=O)[O-])c1 | -3% | -2% | 5% | 19% | 10 | 647 | -22% | 0.8% | -6% | -1.3%
Cc1cc2ccccc2nc1SCC(=O)N1CCCC1 | -5% | 0% | 12% | 18% | . | . | 16% | -7.6% | -5% | 1.4%
CCc1ccc(Cn2nnc(C(=O)Nc3cccc(C)c3)c2N)cc1 | -4% | 1% | 1% | -4% | . | . | 4% | -2.4% | -5% | -0.5%
Cc1nc(NCc2ccco2)c2c3c(sc2n1)CCC3 | -3% | -11% | 12% | -3% | . | . | -93% | -4.7% | 3% | -0.1%
COC(=O)c1c(-c2ccc(C)cc2)csc1N | 0% | 5% | 4% | 62% | -6 | 633 | 6% | -3.6% | 16% | .
Cc1cccc(C(=O)NC2CCN(CC(=O)N3CCOCC3)CC2)c1 | -6% | 3% | 13% | 4% | . | . | -12% | 22% | 3% | 0.9%
Cc1nonc1C1CCCN1Cc1nc(-c2ccccc2Cl)oc1C (stereo unspecified) | 1% | -3% | 5% | 5% | -35 | 660 | -1% | -17% | -2% | 0.5%
FC(F)(F)c1cc(-c2cccs2)nc2ncnn12 | -26% | 1% | 14% | -46% | -12 | 754 | 23% | -5.7% | 22% | -0.2%
CC(NC(=O)c1cc(-c2ccncc2)nc2ccc(Br)cc12)C1CCCO1 (stereo unspecified) | -1% | 9% | . | . | -5 | 855 | -7% | . | 15% | .
Cc1ccc2c(CN3CCN(CCO)CC3)cc(=O)oc2c1C | -1% | -1% | 5% | 0% | -20 | 805 | 8% | -9.1% | -1% | -0.1%
O=C(c1ccccc1F)N(NC(=O)C(O)(c1ccccc1)c1ccccc1)c1ccccc1 | -3% | -2% | 3% | 3% | -13 | 633 | -40% | -11% | 3% | -0.8%
O=C(N/N=C/c1ccc[nH]1)c1ccncc1 | -4% | 4% | 11% | 34% | 5 | 733 | 5% | -6.5% | 17% | -0.3%
CCOC(=O)C1CCN(C(=O)C2CCN(S(=O)(=O)N3CCC4(CC3)OCCO4)CC2)CC1 | -5% | 0% | . | . | 19 | 768 | 9% | . | 2% | .
Cc1cc(NC(=O)c2cc(-c3ccco3)on2)no1 | -9% | 0% | 10% | -9% | . | . | -62% | -1.3% | ? | -0.1%
CCOc1ccc2oc(C(=O)Nc3ccc(N4CCOCC4)cc3)c(C)c2c1 | -3% | 1% | 4% | 11% | 2 | 717 | 26% | -7.6% | 2% | 1.5%
COc1ccc(NC(=O)C(c2ccccc2)N(C)C(=O)c2cnccn2)cc1 (stereo unspecified) | -5% | -2% | 1% | -4% | -7 | 780 | 8% | 0.2% | -6% | -1.9%
CN(C)c1ccc(NC(=O)CSc2nc(N)c(C(=O)Nc3ccc(N(C)C)cc3)s2)cc1 | 1% | 0% | 0% | 5% | . | . | -12% | -3.0% | -27% | -3.2%
CCC(C)(C)NC(=O)C(c1ccco1)N(C(=O)CNC(=O)c1cccs1)c1cccnc1 (stereo unspecified) | -5% | 14% | -2% | -4% | 27 | 738 | 2% | -7.0% | -6% | -1.1%
CCOc1ccc(-c2nc(C)sc2CC(=O)O)cc1 | -8% | 4% | 2% | -13% | 12 | 776 | 20% | -5.5% | 3% | -0.8%
CC1CCCCN1S(=O)(=O)c1ccc(S(=O)(=O)N2CCN(c3ccc(F)cc3)CC2)cc1 (stereo unspecified) | -7% | 28% | -1% | -1% | . | . | 3% | -5.5% | 5% | -0.9%
FC(F)(F)c1ccc(CN2C[C@@H]3C(c4ccccc4)C4(c5ccccc5)CC3(C4)[C@H]2c2ccccc2)cc1 (stereo partly specified) | -2% | 8% | 6% | 5% | 7 | 643 | 24% | . | 6% | .
Cc1nn(C)c(C(=O)N2CCc3ccccc32)c1Cl | -2% | 2% | -2% | -2% | -6 | 732 | -1% | -17% | -17% | 0.0%
COc1cc(CNCCO)cc(Br)c1OCc1cccs1 | -5% | 10% | 3% | -11% | . | . | 19% | -4.4% | -3% | -5.0%
COC(=O)c1c(NC(=O)CC2Nc3ccccc3NC2=O)sc(C)c1C (stereo unspecified) | 0% | 0% | 2% | 6% | . | . | 14% | -3.1% | 32% | -1.1%
COc1ccc(N2C(=O)[C@@H]3[C@H](C2=O)[C@H]2c4ccccc4C=CN2[C@@H]3C(C)=O)cc1 | -2% | 45% | 2% | 0% | 7 | 761 | 15% | -3.3% | 6% | -3.5%
COc1ccccc1N=C1SC(C(=O)Nc2cccc(Cl)c2Cl)C(N)=C1C(N)=O (stereo unspecified) | -2% | 5% | 8% | 4% | -6 | 796 | -12% | . | 48% | .
O=C(Cc1cccs1)NCc1cccc(CNC(=O)Cc2cccs2)c1 | -2% | -2% | -1% | -5% | -2 | 644 | -2% | -7.1% | -11% | -1.4%
CCOC(=O)N1CCC(NC(=O)c2cnc3n(c2=O)CCS3)CC1 | -2% | -2% | 7% | 2% | 2 | 748 | 3% | -4.1% | -5% | -0.9%
CCN(CC)S(=O)(=O)c1ccc(C)c(NC(=S)NC2CCCCC2)c1 | -4% | 8% | 3% | -3% | 25 | 675 | 10% | . | -12% | .
Cc1ccc(S(=O)(=O)N2CCC(C(=O)N3CCC3)CC2)cc1 | -6% | 5% | . | . | -19 | 680 | 4% | . | 10% | .
CN(Cc1ccccc1)c1nc2c(c(=O)[nH]c(=O)n2C)n1CCSc1nc2ccccc2[nH]1 | 4% | -2% | 3% | -4% | . | . | 5% | -5.8% | -10% | -0.8%
COc1ccc(-c2c([C@H]3[C@H]4C=CC[C@@H](C)[C@@H]4C(=O)N3Cc3ccccc3)ccc3ccccc23)cc1 | 14% | 4% | 3% | 5% | -2 | 650 | 20% | . | 18% | .
